Compound activity deposited in PubChem by Sanford-Burnham Center for Chemical Genomics.
HKDC1 inh: inhibitors of human hexokinase HKDC1. Q2TB90. recombinant HKDC1, G6PDH/diaphorase resazurin coupled fluorescence. inhibition, % at 20 µM. 340,000 compounds, 0.16% hits;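 active = inhibition above about 35% when tested at 20 µM, limit read from the data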;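 also: plate controls were DMSO wells with enzyme for no effect and DMSO wells lacking enzyme for full effect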
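Test system: recombinant HKDC1 (HK5) hexokinase enzyme, produced in-house / Doses: 20 µM test compound, 1% DMSO / Timing: 90 min, room temperature / Detection: G6PDH/diaphorase-coupled fluorescence, 1 mM NADP, 100 µM resazurin, 525/613 nm / Control set: DMSO wells with and without enzyme mix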
SENP7 block: blocks the human protease SENP7; 330,000 compounds, 1.5% hits; AID 434973; inhibition, % at 5 µM; Q9BQF6; recombinant SENP7, Z-RLRGG-aminoluciferin luminescence, 40 min;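 active = inhibition above about 50% at the single test dose, limit read from the data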;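 also: plate controls were DMSO with enzyme for no effect and no enzyme buffer wells for full effect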
Target sequence (Q9BQF6 706-1050 limits assumed): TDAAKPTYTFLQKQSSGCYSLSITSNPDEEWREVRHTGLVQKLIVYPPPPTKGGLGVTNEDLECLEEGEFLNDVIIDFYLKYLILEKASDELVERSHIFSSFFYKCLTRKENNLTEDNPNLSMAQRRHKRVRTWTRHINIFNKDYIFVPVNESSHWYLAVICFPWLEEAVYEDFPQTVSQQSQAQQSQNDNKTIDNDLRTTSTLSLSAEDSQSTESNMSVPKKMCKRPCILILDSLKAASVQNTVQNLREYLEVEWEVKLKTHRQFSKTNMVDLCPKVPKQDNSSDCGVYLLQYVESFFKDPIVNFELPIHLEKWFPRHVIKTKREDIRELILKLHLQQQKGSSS
beta cell repl: inducers of beta-cell replication in MIN6 cells; AID 2380; 330,000 compounds, 0.29% hits; proliferation, % at 10 µM; MIN6 cells proliferation, ATPlite luminescence, 48 h; cells starved in 0.2% serum; 100% = growth in 10% serum;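 active = compounds whose signal lies at least 3.5 SD above the mean of all wells on their plate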;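 also: 0% = DMSO-treated cells in low-serum medium and 100% = 10% serum control; some compounds called inactive have numbers as strong as hits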
SENP8 block-1: SENP8 protease inhibition | purified SENP8, Z-RLRGG-aminoluciferin cleavage, luminescence | 330,000 compounds, 1.2% hits | inhibition, % at 10 µM | AID 2540; in the data active = inhibition above about 50%
SENP1 FRET inh: blocks the human SENP1 SUMO protease catalytic domain. Q9P0U3. recombinant SENP1 catalytic domain, CyPet-SUMO1-YPet FRET cleavage. inhibition, % at 10 µM. 360,000 compounds, 0.21% hits. AID 624204;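 active = inhibition at least 30% at 10 µM, raw YFP signal under a set limit, fluorescence ratio 0.5 to 1.5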;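 also: 0% = enzyme with DMSO and 100% = no enzyme wells; some results filed as inactive read as strong as hits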
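Test system: human SENP1 catalytic domain; medium: Tris pH 8 buffer plus EDTA, NaCl, BME, BSA, NP40, catalase; incubation: 50 min reaction at room temperature; technique: FRET, CFP and YFP emission; controls: no-enzyme low control and enzyme-plus-DMSO high control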
UBC13 inh: blocks human UBC13 polyubiquitin chain formation; TR-FRET; inhibition, % at 20 µM; 330,000 compounds, 0.47% hits; AID 485273; in the data active = inhibition above about 45%, passing the limit was not always enough
Target sequence (P61088 whole entry, looked up): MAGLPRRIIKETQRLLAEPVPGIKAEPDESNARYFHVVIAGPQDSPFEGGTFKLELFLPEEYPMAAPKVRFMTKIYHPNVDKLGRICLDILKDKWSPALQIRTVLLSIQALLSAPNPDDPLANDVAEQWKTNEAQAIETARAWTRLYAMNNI
PfG6PD inh: PfG6PD (Plasmodium falciparum) enzyme inhibition; PfGluPho enzyme, NADPH resazurin-diaphorase fluorescence; inhibition, % at 20 µM; 350,000 compounds, 0.78% hits;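 active = inhibition reaching at least a set limit at 20 µM in the primary screen, cut at about 59% in these data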;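 also: 0% = DMSO wells with substrate and 100% = DMSO wells lacking glucose-6-phosphate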
SENP6 inh: inhibitors of human SENP6 protease; Recombinant SENP6 catalytic domain, aminoluciferin luminescence; AID 2599; inhibition, % at 10 µM; Q9GZR1; 330,000 compounds, 1.8% hits;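 active = inhibition above about 50% at the single tested dose, limit read from the data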;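 also: plate controls were DMSO wells with enzyme for no effect and DMSO wells lacking enzyme for full effect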
Target sequence (Q9GZR1 628-1112 limits assumed): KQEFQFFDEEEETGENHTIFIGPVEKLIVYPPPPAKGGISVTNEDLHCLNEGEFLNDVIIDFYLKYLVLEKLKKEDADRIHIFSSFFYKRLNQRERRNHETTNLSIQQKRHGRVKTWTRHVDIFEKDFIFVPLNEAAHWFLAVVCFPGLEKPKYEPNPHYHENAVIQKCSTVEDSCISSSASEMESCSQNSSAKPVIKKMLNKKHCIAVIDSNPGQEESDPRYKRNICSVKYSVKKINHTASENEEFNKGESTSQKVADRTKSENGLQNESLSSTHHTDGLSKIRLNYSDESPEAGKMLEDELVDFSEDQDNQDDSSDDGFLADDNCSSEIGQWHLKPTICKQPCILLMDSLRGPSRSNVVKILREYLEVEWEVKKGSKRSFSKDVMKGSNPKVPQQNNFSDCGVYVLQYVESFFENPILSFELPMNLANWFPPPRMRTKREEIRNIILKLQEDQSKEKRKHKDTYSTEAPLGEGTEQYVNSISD
SENP8 block-2: SENP8 (human) protease inhibition. Q96LD8. recombinant SENP8, Nedd8 substrate fluorescence. inhibition, % at 20 µM. 360,000 compounds, 0.64% hits. AID 602440; in the data active = inhibition mostly above about 40%, no sharp cut-off; inactive = mostly below about 27%
An asterisk follows results filed as active; . = not tested or not shown; & = joins results of further samples. Rows were taken by chance, and some 4% of all compounds hit somewhere here.

SMILES | HKDC1 inh | SENP7 block | beta cell repl | SENP8 block-1 | SENP1 FRET inh | UBC13 inh | PfG6PD inh | SENP6 inh | SENP8 block-2
CC(=O)NS(=O)(=O)c1ccc(NC(=O)COc2cccc3c2OC(C)(C)C3)cc1 | -5 | 0 | -2 | 2 | 2 | 2 | -22 | 6 | 8
COc1cccc(CN2CCN(C(=O)C3CCC(=O)N(C4CCCC4)C3)CC2)c1 (stereo not drawn) | -5 | -1 | -4 | 6 | 3 | -1 | 12 | -2 | 3
COc1cccc(C(=O)NC(=O)Nc2cc(C)[nH]n2)c1 | -4 | 1 | 0 | -6 | 1 | 5 | 20 | 4 | 22
O=C1C2C3C=CC(C4CC34)C2C(=O)N1Cc1ccccc1 (stereo not drawn) | 11 | -7 | -2 | -1 | 1 | -7 | -25 | 1 | -3
CCOc1ccc(NC(=O)COc2ccc(C(=O)NCc3cccnc3)cc2OC)cc1 | -3 | -2 | 3 | 22 | 4 | 3 | 3 | 8 | 27
COc1ccc(CCNC(=O)CCN2C(=O)[C@@H]3Cc4ccccc4CN3C2=O)cc1OC | 5 | 3 | -4 | 1 | -1 | 0 | -4 | -15 | 14
CC(CC(=O)OCC(=O)Nc1ccc2[nH]c(=O)[nH]c2c1)c1ccccc1 (stereo not drawn) | 4 | -1 | 4 | -6 | -20 | -15 | 15 | -1 | -59
CCn1c(CC(=O)Nc2ccc(C)cc2)nnc1SCC(=O)N1CCN(c2ccccc2)CC1 | -4 | -7 | -1 | -4 | 1 | 6 | 1 | -10 | 23
COCC(=O)N(C)c1nnc(-c2cnccn2)s1 | -4 | 5 | 0 | -6 | 1 | 5 | 0 | -21 | -99
Cc1cccc(NCc2ccc([N+](=O)[O-])s2)c1 | 0 | 4 | 0 | 11 | 3 | 6 | 12 | 21 | 25
Cn1cccc1/C=N/NC(=O)c1cccc(OC(F)(F)C(F)F)c1 | -8 | -14 | 0 | -4 | -1 | -18 | 11 | -5 | -38
CCOc1cc(C(=O)NCc2ccccc2)ccc1OCC(=O)N1CCCCC1 | -4 | -7 | 5 | -8 | 2 | -20 | -13 | -7 | -2
CC(NC(=O)C(=O)NCC1CCCO1)c1ccccc1 (stereo not drawn) | -9 | -5 | 2 | -1 | 2 | 5 | 14 | 10 | 2
Cn1c(=O)n(C)c2cc(NS(C)(=O)=O)ccc21 | 1 | 0 | 0 | 9 | -17 | -2 | 1 | 3 | 4
COc1ccc(S(=O)(=O)CCC(=O)N2CCN(c3cccc(Cl)c3)CC2)cc1 | -1 | -5 | 1 | 0 | 2 | -1 | 1 | 7 | 14
Cc1cc(Cl)cc(Br)c1OCCCN1C(=O)NC(C)(C)C1=O | -5 | -7 | -1 | -4 | 2 | 6 | 8 | -8 | 6
CNCc1ccccc1OCC(=O)Nc1ccccc1OC | -6 | 0 | -1 | 0 | 4 | 5 | -3 | -14 | 9
O=c1[nH]c(Cn2nnc(-c3ccccc3)n2)nc2scc(-c3ccccc3)c12 | 1 | 0 | -4 | -6 | 1 | -13 | -6 | -20 | 14
COc1ccc(N(C)C(=O)Cc2c(C(=O)O)n(C)c3ccccc23)cc1 | -4 | 0 | -2 | -4 | -6 | 0 | 2 | 4 | 12
Cc1cc(C)nc(NS(=O)(=O)c2ccc(NC(=S)NC(=O)C(C)C)cc2)n1 | -1 | 4 | -1 | 4 | 0 | -8 | -8 | -1 | 6
Cc1cc(OCC(=O)N(Cc2ccco2)c2c(N)n(Cc3ccccc3)c(=O)[nH]c2=O)ccc1Cl | -2 | 9 | -4 | 1 | -16 | -24 | 12 | 2 | -17
CN1C2C=C3C(C#N)=C(N)C(C#N)(C#N)[C@@H](c4cccc(F)c4)[C@@H]3C1CC2 (stereo partly drawn) | 3 | -1 | -2 | -3 | -1 | -8 | 11 | -1 | -232
Cc1ccc(OCCNC(=O)c2cc(=O)[nH]c3ccccc23)cc1 | -30 | 6 | -1 | 1 | -2 | 6 | 10 | -16 | -87
CC(NCc1ccccc1Cl)C(=O)Nc1ccc(S(=O)(=O)N2CCCC2)cc1 (stereo not drawn) | 0 | -2 | -2 | 4 | 1 | -7 | -2 | 0 | 16
CCOc1ccc(C(c2c(O)nc(SC)[nH]c2=O)c2c(O)nc(SC)[nH]c2=O)cc1 | 0 | 1 | -1 | 1 | 3 | 2 | -34 | -18 | 22
CCCCCCNC(=O)Cc1nc2nc(C)cc(C)n2n1 | -10 | -4 | 1 | -3 | -1 | 10 | -7 | 4 | 28
Cc1ccc(S(=O)(=O)c2nnn3c2nc(N2CCN(c4ccccn4)CC2)c2ccccc23)cc1 | -2 | 0 | -6 | 1 | 0 | 9 | -3 | -8 | 7
O=C1/C(=C/c2ccc(F)cc2)CCC1C1CCCC1 (stereo not drawn) | -11 | 62* | 0 | 62* | 1 | 5 | 18 | 42 | 12
CC(C(=O)N1CCCCC1)n1sc2ccccc2c1=O (stereo not drawn) | 5 | 4 | 0 | 2 | 1 | 0 | -3 | -1 | 19
COc1ccc(S(=O)(=O)NCCC(=O)OCc2cc(=O)oc3cc(C)ccc23)cc1[N+](=O)[O-] | 2 | 3 | -8 | -2 | -2 | -1 | 3 | 34 | -15
Cc1cc(=O)n2nc(-c3ccccc3)sc2c1C#N | 0 | -6 | 1 | -13 | 2 | 19 | 2 | -10 | -371
C=CCn1c(SCc2cc(C(C)=O)ccc2OCC)nc2ccccc2c1=O | -2 | 4 | 0 | 4 | 3 | 10 | -5 | 7 | 12
Cc1ccc(NC(=O)NNC(=O)CN2C(=O)COc3ccccc32)cc1 | -2 | -4 | 2 | 8 | 2 | 2 | 11 | 15 | 0
CN(C)S(=O)(=O)c1ccc(/C(O)=C2/C(=O)C(=O)N(Cc3cccnc3)C2c2ccco2)cc1 (stereo not drawn) | 2 | -3 | 0 | 3 | -2 | 3 | -10 | -22 | -6
C=C(C)C(O)Cc1c(OC)ccc(C(=O)/C=C/c2ccc(O)cc2)c1O (stereo not drawn) | 0 | -10 | -6 | -17 | 9 | -23 | 5 | -17 | 5
CC1CC(NC(=O)c2ncn[nH]2)CC(C)(C)C1 (stereo not drawn) | 0 | 7 | -4 | -1 | 0 | 1 | 25 | 0 | 10
O=C(NC1CCSc2ccccc21)c1cccc(Br)c1 (stereo not drawn) | 0 | -3 | -4 | -14 | 0 | 2 | 7 | -12 | 17
CCc1nc(N)nc(N)c1-c1ccc(Cl)c(N=[N+]=[N-])c1 | -3&-2 | . | . | . | -2&2 | . | 33&-13 | . | 2&5
O=C(C(=S)N1CCOCC1)c1c[nH]c2ccccc12 | 0 | 4 | -2 | -6 | 1 | 6 | -11 | 4 | 7
Cn1c(=O)c2c(nc(N3CCN(c4ccccn4)CC3)n2Cc2ccccc2Cl)n(C)c1=O | -9 | -14 | -4 | 0 | 0 | -12 | 6 | -32 | 4
CCCOP(=O)(c1ccc(N(C)C)cc1)C(O)c1ccccc1OC (stereo not drawn) | -8 | 4 | -1 | 2 | 0 | -4 | -2 | -4 | 31
CCOc1cccc(-c2c(C(=O)N/N=C/c3cccnc3)nnn2-c2nonc2N)c1 | -4 | -4 | 3 | 6 | 1 | -3 | 5 | -4 | 0
Cc1cc(NC(=O)COc2ncnc3sc(C)c(C)c23)no1 | -7 | 9 | -1 | -6 | -1 | 8 | -6 | -19 | 20
O=C(O)CCCC(=O)OCCCCc1cccs1 | -3 | 3 | 0 | 7 | -2 | 8 | -4 | 2 | -55
CS(=O)(=O)N(Cc1ccco1)Cc1ccccc1Cl | -11 | 6 | 3 | 2 | 1 | 11 | 8 | 1 | 8
O=C(Nc1nc2ccccc2n1CCN1CCCCC1)c1ccc(Cl)cc1 | . | 10 | -2 | -3 | . | 14 | . | -15 | .
CC(C)(C)c1ccc(OCC(O)CN2CCN(C(=O)c3ccccc3)CC2)cc1 (stereo not drawn) | -1 | -14 | -2 | -14 | 2 | 0 | 0 | -26 | 11
C=CC(n1cncn1)C(O)(c1ccccc1)c1ccccc1 (stereo not drawn) | -3 | -6 | 1 | -7 | 1 | 4 | -12 | -12 | 7
CCCOc1ccc(N2C(=O)CC(N3CCN(c4nc5ccccc5s4)CC3)C2=O)cc1 (stereo not drawn) | -5 | -7 | -3 | -10 | 3 | 1 | -7 | -20 | 12
COC(=O)CSc1nnc(-c2ccncc2)n1N | -10 | 3 | -3 | 3 | 1 | -1 | 3 | -2 | 4
Cc1noc(C)c1COC(=O)CCCNC(=O)c1ccc(Cl)cc1 | -12 | 4 | 0 | 0 | 0 | 3 | -13 | -1 | 4
Cn1c(CCNC(=O)c2ccco2)nc2cc([N+](=O)[O-])ccc21 | -2 | -9 | 0 | -2 | 1 | -7 | 8 | 13 | 2
Cc1ccc(NC(=S)NCc2ccccc2)cc1S(=O)(=O)N1CCCCC1 | 16 | 7 | -6 | 1 | 0 | 3 | 0 | -4 | 5
CCOC(=O)N1CCN(C(=O)CSc2nnc(CNC(=O)c3c(F)cccc3Cl)o2)CC1 | 3 | 3 | -1 | -10 | -2 | 5 | 1 | 16 | 16
Cc1ccc(SCCOCCN2CCOCC2)cc1 | 2 | 11 | 1 | 4 | 0 | -1 | -11 | 5 | 9
COC(=O)N1C(=O)[C@](c2ccccc2)(C(C)C)N1C(=O)OC | -7 | -5 | 4 | 3 | 1 | -4 | 4 | 0 | 8
O=C(NCc1ccco1)/C(=C\c1cccc([N+](=O)[O-])c1)NC(=O)c1ccco1 | 1 | 8 | 0 | 2 | -3 | 8 | 13 | 6 | 9
O=C(NCCc1ccc(F)cc1)Nc1ccc([N+](=O)[O-])cc1 | 0 | -1 | -4 | 1 | -3 | -5 | 9 | -5 | 15
CCOC(=O)C(NCCc1ccccc1)(NC(C)=O)C(F)(F)F (stereo not drawn) | -5 | 6 | 3 | 5 | -1 | 0 | -1 | -13 | 9
Cc1ccc(S(=O)(=O)Oc2ccccc2/C=N/N=C(N)N)cc1 | -7 | 7 | -5 | 3 | 2 | 9 | 14 | 16 | 18
COC(=O)CSc1nnc(COc2ccc([N+](=O)[O-])cc2)n1C | 3 | -2 | -2 | -4 | 2 | -8 | 6 | 9 | 2
COc1ccc(C2C(C#N)=C(N)Oc3cc(C)n(Cc4ccco4)c(=O)c32)cc1 (stereo not drawn) | 1 | -4 | 4 | -4 | 2 | 1 | 23 | 4 | -7
COc1ccccc1N1CCN(/N=C/c2cccc(O)c2)CC1 | -3 | -12 | -3 | -14 | 1 | -4 | 8 | 5 | 5

At a glance, 4 of the compounds above:
SMILES | HKDC1 inh | SENP7 block | beta cell repl | SENP8 block-1 | SENP1 FRET inh | UBC13 inh | PfG6PD inh | SENP6 inh | SENP8 block-2
Cn1c(=O)n(C)c2cc(NS(C)(=O)=O)ccc21 | 1 | 0 | 0 | 9 | -17 | -2 | 1 | 3 | 4
COc1ccc(S(=O)(=O)CCC(=O)N2CCN(c3cccc(Cl)c3)CC2)cc1 | -1 | -5 | 1 | 0 | 2 | -1 | 1 | 7 | 14
Cc1cc(Cl)cc(Br)c1OCCCN1C(=O)NC(C)(C)C1=O | -5 | -7 | -1 | -4 | 2 | 6 | 8 | -8 | 6
CNCc1ccccc1OCC(=O)Nc1ccccc1OC | -6 | 0 | -1 | 0 | 4 | 5 | -3 | -14 | 9
